Bioassay records (PubChem BioAssay)
NFkB transloc pot – enhances IL-1B driven NFkB nuclear translocation. HUVEC IL-1B NFkB p65 nuclear translocation imaging. AID 819. 0.3% of 94,000 active. activation, % at 2 µM;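 active = activation above 40%, about the mean plus 3 SD, also judged a hit on visual image review; inconclusive = activation above 40% but not a hit on visual review; inactive = activation not above 40% and no visual hit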;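 note: percent activation is computed from the nuclear over cytoplasmic p65 intensity ratio; values of inactives mirror those of a sister screen read the other way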
PLAP inhibitors HTS – inhibition of human placental alkaline phosphatase – biochemical, luminescence, HTS (AID 690); purified PLAP, luminescent substrate; higher % means a stronger effect; one-dose inhibition, % at 20 µM; IC50 in µM for titrated hits; 0.08% of 96,000 active; in the data active = a potency from the dose series; inactive = the rest, 99 in 100 with inhibition below about 30%; note: strong numbers were not always called active
IL1B NFkB inh – blocks IL-1B driven NFkB nuclear translocation in HUVEC cells. 0.43% of 94,000 active. AID 796. inhibition, % at 2 µM. HUVEC IL-1B NFkB p65 nuclear translocation imaging;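 active = inhibition above about 30% together with a positive call from visual inspection of the well image, limit read from the data; inconclusive = inhibition above a set limit but visual check negative; inactive = inhibition not above a set limit, visual check negative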;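 note: nuclear over cytoplasmic p65 intensity ratio measured by imaging; 0% = IL-1B stimulated DMSO wells and 100% = unstimulated DMSO wells; values of inactives mirror those of a sister screen read the other way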
MRP reversal – compounds reversing MRP-mediated drug resistance. H69AR cells + 2 uM doxorubicin, CellTiter-Glo, 72 h. differential viability (reversal), % at 10 µM. 0.04% of 85,000 active. AID 602;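 active = viability drop by adding the cancer drug above about 55%, with treated viability meeting a 40% cutoff, limit read from the data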;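 note: viability without doxorubicin minus viability with 2 µM doxorubicin for each compound; larger differential means the compound sensitizes cells more to doxorubicin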
Bcl-B displacement – displacers of TR3 peptide from Bcl-B, primary screen, selectivity assay for Bfl-1 inhibitor project, biochemical, fluorescence polarization; displacement, % at 20 µM, or IC50 in µM where a hit was titrated; FP displacement of FITC-TR3 peptide from Bcl-B; higher % means a stronger effect; 0.11% of 96,000 active;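 active = displacement above 50% at 20 µM plus a fluorescence interference ratio under 1.5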;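 note: plate controls were wells without compound for no effect and wells lacking Bcl-B protein for full effect; a part of the inactive calls stands beside numbers as strong as those of hits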
MRP reversal cytotoxicity – also measured in MRP reversal; calls as there; viability, %; H69AR cells, CellTiter-Glo, 72 h; measured here: cytotoxicity without doxorubicin
MRP reversal with doxorubicin – recorded beside MRP reversal, whose call it bears; viability, %; measured here: viability with 2 uM doxorubicin; stronger effect = lower value
IL1B NFkB inh cell count 2 µM – recorded beside IL1B NFkB inh, whose call it bears; cell count; measured here: cells passing quality filter;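 raw number of nuclei counted in each imaged well without normalization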
NFkB transloc pot cell count 2 µM – second read-out of NFkB transloc pot, no call of its own (marks repeat the call); cell count; measured here: cells passing quality filter
The depositor's hits bear a star; u = inconclusive; x = not tested or not shown. These rows are one share of the data; count on the stated rates, not on these rows.

canonical_smiles,NFkB transloc pot,NFkB transloc pot cell count 2 µM,PLAP inhibitors HTS,IL1B NFkB inh,IL1B NFkB inh cell count 2 µM,MRP reversal,MRP reversal cytotoxicity,MRP reversal with doxorubicin,Bcl-B displacement
COc1ccc(C2=NOC(C(=O)NCc3ccc(F)cc3)C2)cc1 (stereo not given),5.1,157,5.3%,-5.1,157,5.5,74.0,68.5,-1.0%
Cc1ccc(S(=O)(=O)CC(=O)c2ccc(C)c([N+](=O)[O-])c2)cc1,5.4,99,-22.0%,-5.4,99,x,x,x,-1.5%
COc1cc(C(=O)N2CCC(NC(=O)C(Cc3ccc(C(C)C)cc3)NC(C)=O)CC2)cc(OC)c1OC (stereo not given),2.4,174,-48.2%,-2.4,174,-23.3,60.2,83.5,0.2%
COc1c(Cl)cc(-c2noc(C)c2C(=O)NCCc2ccc(C)cc2)cc1Cl,16.9,165,15.6%,-16.9,165,-2.4,76.6,79.0,-0.6%
CCOc1ccc2c(c1)c1nnc(SCC3CCCO3)nc1n2C (stereo not given),0.4,113,-50.3%,-0.4,113,15.1,104.5,89.4,16.8%
Cc1ccc(Cn2c(S(=O)(=O)O)nc3ccccc32)cc1,12.4,169,-12.7%,-12.4,169,7.1,85.0,77.9,2.4%
CCOC(=O)C1CCN(S(=O)(=O)c2c(C)n(C)c(=O)n(C)c2=O)CC1,7.1,75,-4.5%,-7.1,75,1.5,106.6,105.1,-3.6%
CC(=O)C1=C(C)NC(SCC(=O)c2ccccc2)=C(C#N)C1c1ccco1 (stereo not given),-2.0,98,-24.9%,2.0,98,4.3,62.9,58.6,-52.9%
O=C(NCC1CCCO1)C1CCCN(c2ncccn2)C1 (stereo not given),x,x,-1.0%,x,x,5.5,100.0,94.5,-2.1%
O=C(Oc1oc(-c2ccco2)nc1C=Nc1ccccc1)c1ccco1,1.4,186,0.2%,-1.4,186,-37.8,38.8,76.6,-2.6%
COc1ccc(C2C(C(=O)OCC3CCCO3)=C(C)NC3=C2C(=O)CC(c2ccco2)C3)cc1O (stereo not given),8.6,131,-14.3%,-8.6,131,7.0,91.6,84.5,-1.9%
Cc1ccc2c(c1)nnn2C1CCN(S(=O)(=O)c2ccc(C(=O)N(C)C3CCCCC3)cc2)CC1,x,x,-14.0%,x,x,13.1,31.6,18.5,2.3%
Clc1cccc(-c2nn3c(COc4ccccc4)nnc3s2)c1,x,x,18.2%,x,x,1.5,85.5,83.9,-10.2%
COC(=O)c1c(F)c(F)c(N2CCOCC2)c(F)c1F,x,x,1.6%,x,x,9.6,98.7,89.0,-3.9%
Cc1nc2ccccc2nc1SCC(=O)N1CCC(C)CC1,-5.8,180,-3.2%,5.8,180,-4.2,75.0,79.2,1.1%
Cc1cnc(NC(=O)CSc2c(Cl)cccc2Cl)s1,9.0,157,-19.0%,-9.0,157,17.5,96.7,79.2,-0.5%

2 entries from above, field by field.
smiles: Cc1ccc2c(c1)nnn2C1CCN(S(=O)(=O)c2ccc(C(=O)N(C)C3CCCCC3)cc2)CC1
  NFkB transloc pot: x
  NFkB transloc pot cell count 2 µM: x
  PLAP inhibitors HTS: -14.0%
  IL1B NFkB inh: x
  IL1B NFkB inh cell count 2 µM: x
  MRP reversal: 13.1
  MRP reversal cytotoxicity: 31.6
  MRP reversal with doxorubicin: 18.5
  Bcl-B displacement: 2.3%
smiles: Clc1cccc(-c2nn3c(COc4ccccc4)nnc3s2)c1
  NFkB transloc pot: x
  NFkB transloc pot cell count 2 µM: x
  PLAP inhibitors HTS: 18.2%
  IL1B NFkB inh: x
  IL1B NFkB inh cell count 2 µM: x
  MRP reversal: 1.5
  MRP reversal cytotoxicity: 85.5
  MRP reversal with doxorubicin: 83.9
  Bcl-B displacement: -10.2%

(continued)
canonical_smiles,NFkB transloc pot,NFkB transloc pot cell count 2 µM,PLAP inhibitors HTS,IL1B NFkB inh,IL1B NFkB inh cell count 2 µM,MRP reversal,MRP reversal cytotoxicity,MRP reversal with doxorubicin,Bcl-B displacement
COc1cc(OC)cc(C(=O)Nc2ccccc2NC(C)=O)c1,10.8,179,-6.8%,-10.8,179,-7.1,80.1,87.3,0.7%
COC(=O)c1ccc(COc2ccc(C3C4=C(CCCC4=O)Nc4onc(C)c43)cc2)cc1 (stereo not given),4.5,154,8.0%,-4.5,154,8.2,86.4,78.2,0.4%
CCCCNC(=S)N(C)/N=C/c1ccccc1C(=O)O,3.0,169,-11.5%,-3.0,169,x,x,x,-16.7%
COc1cc(C2C(C(=O)c3ccc(C)o3)=C(O)C(=O)N2c2cc(C)on2)cc(OC)c1OC (stereo not given),x,x,x,x,x,-5.7,93.0,98.7,3.4%
Cc1cc(C)c(NC(=O)CCCN2CCOCC2)c(C)c1,-5.6,149,-17.4%,5.6,149,-9.6,92.9,102.5,-8.3%
COc1ccc(NC2CC(=O)N(CCc3ccccc3)C2=O)cc1 (stereo not given),-0.8,150,x,0.8,150,6.0,109.4,103.3,x
CC1(C)C/C(=N\O)c2cc3c(nc2C1)CCCC3,2.0,101,10.5%,-2.0,101,-4.7,94.9,99.6,-8.2%
c1ccc(-n2nnnc2NCCCN2CCOCC2)cc1,2.5,155,24.5%,-2.5,155,15.9,102.5,86.6,-1.7%
CC(C)(C)C(=O)Nc1ccc(C(=O)NNC(=O)Cc2ccccc2)cc1,1.6,133,-60.2%,-1.6,133,x,x,x,14.7%
O=C(Nc1ncnc2sc3c(c12)CCCCC3)c1ccco1,1.5,148,-4.8%,-1.5,148,-9.1,52.6,61.7,-24.6%
CNc1nc(SC)nc(N2CCOCC2)n1,3.0,105,10.3%,-3.0,105,6.9,93.7,86.8,1.0%
CCS(=O)(=O)NCCCCc1ccccc1,20.8,127,26.7%,-20.8,127,-3.5,95.9,99.5,-5.4%
c1ccc(-c2nnc(CSc3nnc(-c4cccs4)o3)o2)cc1,15.1,70,x,-15.1,70,-10.6,101.4,112.0,0.3%
Cc1cccnc1NC(=O)COc1ccc2oc3c(c2c1)CCCC3,-1.6,115,x,1.6,115,26.7,73.4,46.7,x
O=C(O)COc1cccc2ccccc12,16.2,184,-16.5%,-16.2,184,9.0,95.7,86.8,-2.9%
Cc1cc(C)c(C2C(C#N)=C(N)Oc3n[nH]c(C)c32)cc1CN1CCCC1 (stereo not given),-1.0,149,-83.1%,1.0,149,4.8,93.9,89.1,3.0%
Cc1nn(-c2ccccc2)c(C)c1C1C(C#N)=C(N)Oc2n[nH]c(C)c21 (stereo not given),2.8,179,x,-2.8,179,13.4,90.6,77.2,x
O=C(Cn1cc2c(n1)CCCC2)NC1CCCCCC1,x,x,5.0%,x,x,-10.8,96.5,107.3,2.7%
COc1cc(NC(=O)CN(C)S(=O)(=O)c2ccc(C)cc2)cc(OC)c1,21.6,118,-10.9%,-21.6,118,13.3,86.6,73.3,-8.4%
O=C(Nc1nc2ccccc2n1Cc1ccccc1)c1ccc(COc2ccccc2[N+](=O)[O-])o1,22.5,147,6.0%,-22.5,147,x,x,x,3.6%
CCn1c(C(=O)N2CCC(C(=O)NCCCSC3CCCCC3)CC2)cc2sccc21,5.5,132,-69.9%,-5.5,132,-8.1,61.0,69.0,-1.8%
CCOC(=O)CSc1nnc(CNc2cccc(Cl)c2)n1C,17.9,121,x,-17.9,121,-7.5,98.1,105.5,x
Cc1cc(C)c2[nH]c(=O)c(CN(CC3CCCO3)S(=O)(=O)c3ccc4c(c3)OCCO4)cc2c1 (stereo not given),u,x,-69.4%,-93.0,157,-4.2,83.0,87.2,-8.0%
O=C(NCCCn1ccnc1)C1CC(c2cccc(Br)c2)=NO1 (stereo not given),5.4,126,-28.4%,-5.4,126,3.1,80.7,77.7,0.4%
N#CC(C(=O)Nc1ccccc1)=C1CCCCC1,x,x,8.1%,x,x,6.9,103.2,96.2,-21.9%
COC(=O)/C=c1/s/c(=C(/C#N)C(=O)NCc2ccccc2)n(-c2ccccc2)c1=O,-22.0,160,-21.7%,22.0,160,32.2,92.8,60.5,11.9%
c1ccc(Nc2nc(-c3cccs3)cs2)nc1,-1.7,162,x,1.7,162,x,x,x,x
CC1(C)Cc2ccccc2-c2nnc(SCc3ccccc3)n21,-7.8,131,x,7.8,131,-24.6,46.7,71.3,x
Cc1ccc(NC(=O)Cn2nnc(C(=O)NCc3ccco3)c2N)cc1,9.5,184,-9.5%,-9.5,184,11.2,100.7,89.6,-1.2%
O=C(Nc1ccccc1)OCc1cn(-c2ccc(Cl)cc2)nn1,-9.0,154,5.9%,9.0,154,x,x,x,16.8%
CCOC(=O)c1c(NC(=S)NC(=O)c2ccc(Cn3cc(Cl)cn3)o2)sc2c1CCC(C)C2 (stereo not given),27.1,194,7.6%,-27.1,194,x,x,x,4.1%
O=C(O)C1CC=CCC1C(=O)Nc1ccccc1 (stereo not given),2.1,181,10.5%,-2.1,181,-1.2,102.8,103.9,9.0%
Cc1ccc(C(=O)OCC(=O)NCc2ccco2)cc1,15.8,27,-10.6%,-15.8,27,6.3,106.3,100.0,-13.0%
c1ccc(-c2nn3c(-c4ccccc4)nnc3s2)cc1,x,x,22.2%,x,x,2.6,87.4,84.7,5.1%
COc1ccc(-n2nc(C(=O)O)c3ccccc3c2=O)c(OC)c1,x,x,10.2%,x,x,12.4,96.0,83.6,-5.0%
COC(=O)COc1ccc(S(=O)(=O)NCc2ccncc2)cc1,0.1,77,-4.8%,-0.1,77,2.7,91.3,88.6,-6.3%
COc1ccc(OCC(=O)Nc2nnc(C)s2)cc1,3.8,151,-5.4%,-3.8,151,0.4,102.8,102.4,19.8%
O=C(NCc1ccc2c(c1)OCO2)C1CCCN(S(=O)(=O)c2cccs2)C1 (stereo not given),x,x,0.5%,x,x,0.3,75.5,75.2,-6.4%
O=C(NC1CCCCCC1)C1c2ccccc2C(=O)N1CCCN1CCOCC1 (stereo not given),15.6,163,-3.4%,-15.6,163,17.0,88.9,71.9,-18.9%
CCOC(=O)c1c(N)sc(C(O)(C(F)(F)F)C(F)(F)F)c1-c1ccc(F)cc1,-5.9,188,-29.4%,5.9,188,1.3,72.8,71.5,2.0%
CCOC(=O)c1cccc(NC(=O)CSc2nc3ccccc3c(=O)n2CC)c1,-1.6,191,14.3%,1.6,191,-2.2,40.0,42.2,-2.9%
Cc1ccc(-c2csc(NC(=O)Cc3cccs3)n2)cc1C,-10.8,155,7.3%,10.8,155,10.4,87.5,77.1,-13.1%

An excerpt from above, showing only NFkB transloc pot, MRP reversal cytotoxicity and IL1B NFkB inh.
Structure,NFkB transloc pot,MRP reversal cytotoxicity,IL1B NFkB inh
Cc1ccc(C(=O)OCC(=O)NCc2ccco2)cc1,15.8,106.3,-15.8
c1ccc(-c2nn3c(-c4ccccc4)nnc3s2)cc1,x,87.4,x
COc1ccc(-n2nc(C(=O)O)c3ccccc3c2=O)c(OC)c1,x,96.0,x
